T cell HTS = T cell immune modulation candidate; 0.068% of 330,000 active; calls only at 7 µM; AID 2052; 2C CD8+ T cell-vesicle binding, flow cytometry; active compounds read low;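 active = response, share of CD8 T cells binding vesicles, and their 90th percentile fluorescence all below set limits, cut at about 80% in these data, passing the limit was not always enough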
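Read-out – percent CD8+ FL2 mean versus row control · System – murine 2C transgenic CD8+ T lymphocytes · Times – 1.5 h cell–vesicle binding at 37 °C, then 20 min icy labelling · Control set – naked vesicles low, QL9 vesicles with vehicle high · Detection – cytometric PE anti-B7-1 and Alexa647 anti-CD8 signals after 1% paraformaldehyde fixation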
NTR1 ag = NTR1-driven beta-arrestin-GFP spot formation – imaging, U2OS cells, high content, primary screen (AID 493036) | activation, % at 20 µM | agonist mode | 0.17% of 330,000 active;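 active = activation at or above 40% of the spot to cytoplasm intensity ratio, with at least 20 cells analyzed; inconclusive = wells under 20 cells, flagged as cytotoxic or low count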;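 also: 0% = DMSO without peptide and 100% = 100 nM NTR1 peptide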
Target sequence (P30989 whole entry, looked up): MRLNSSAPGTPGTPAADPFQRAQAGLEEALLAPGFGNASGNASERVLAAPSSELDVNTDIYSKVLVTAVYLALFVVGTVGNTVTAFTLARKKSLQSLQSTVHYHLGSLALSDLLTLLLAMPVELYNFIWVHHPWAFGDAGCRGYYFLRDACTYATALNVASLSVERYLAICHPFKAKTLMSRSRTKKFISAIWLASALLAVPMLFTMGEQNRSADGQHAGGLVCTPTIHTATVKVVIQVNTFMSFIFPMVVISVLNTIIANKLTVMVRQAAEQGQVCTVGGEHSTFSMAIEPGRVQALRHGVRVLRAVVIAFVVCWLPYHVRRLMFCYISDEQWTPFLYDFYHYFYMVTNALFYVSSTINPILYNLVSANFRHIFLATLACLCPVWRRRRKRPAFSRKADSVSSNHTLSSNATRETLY
NOD1 NF-kB reporter = inhibition of NOD1-driven NF-kB reporter – cell-based, luminescence, uHTS, primary screen (AID 1578); NOD1-driven NF-kB luciferase reporter cells, luminescence; higher % means a stronger effect; inhibition, % at 4 µM, or EC50 in µM where a hit was titrated; 1% of 290,000 active; in the data active = inhibition mostly above about 36%, no sharp cut-off; inactive = mostly below about 34%;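 also: HEK-293T reporter cells stimulated with the NOD1 agonist gamma-tri-DAP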
HEK293 NOD2/NF-kB = NOD2 signaling inhibitors, cell-based, luminescence, uHTS, HEK293 (AID 1566). HEK293 NOD2/NF-kB luciferase reporter, luminescence; higher % means a stronger effect. one-dose inhibition, % at 4 µM; EC50 in µM for titrated hits. 0.63% of 290,000 active; also: many of its hits are not listed in these tables
Myeloid diff MLP = promotes myeloid progenitor differentiation; ER-HoxA9 myeloid progenitors, lysozyme-GFP differentiation, flow cytometry; calls only at 10 µM; 1% of 360,000 active; AID 624256;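 active = normalized GFP-positive differentiation at or above the plate's own cutoff, the solvent-only control mean plus 3 SD; inconclusive = no clear call, values can overlap the other calls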;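 also: cells exposed to compound for four days before flow analysis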
KOR beta-arrestin-1 = kappa opioid receptor activators – cell-based, luminescence, uHTS, primary screen (AID 1777) | KOR beta-arrestin recruitment, luminescence; higher % means a stronger effect | activation, % at 10 µM, or EC50 in µM where a hit was titrated | 0.02% of 280,000 active; in the data active = activation above about 50%, passing the limit was not always enough; also: a part of the inactive calls stands beside numbers as strong as those of hits
KOR beta-arrestin-2 = kappa opioid receptor blockers – cell-based, luminescence, uHTS (AID 1778) | KOR beta-arrestin recruitment, luminescence, antagonist mode; higher % means a stronger effect | inhibition, % at 10 µM; hits with a dose series show IC50 in µM | 0.091% of 290,000 active; also: strong numbers were not always called active
GPR55 activation = selective activators of receptor GPR55 – imaging, U2OS cells, beta-arrestin-GFP redistribution, primary screen (AID 1961); U2OS GPR55 beta-arrestin-GFP redistribution imaging; higher % means a stronger effect; one-dose activation, % at 10 µM; EC50 in µM for titrated hits; 0.048% of 290,000 active;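 active = activation above 40% with more than 50 cells counted in the well; inconclusive = wells holding fewer than 50 cells, flagged as toxic or sparse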;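 also: U2OS osteosarcoma cells stably expressing GPR55 and beta-arrestin-GFP; plate controls were DMSO negative control for no effect and LPI positive control for full effect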
GPR55 LPI antagonism = inhibition of LPI-stimulated GPR55 beta-arrestin translocation – imaging, U2OS, beta-arrestin-GFP, LPI agonist, primary screen (AID 2013). 0.13% of 290,000 active. inhibition, % at 10 µM, or IC50 in µM where a hit was titrated. U2OS GPR55 beta-arrestin-GFP translocation imaging, LPI antagonism; higher % means a stronger effect;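 active = spots per cell inhibited over 60%, with over 100 cells counted and total cytoplasm intensity under 500,000; inconclusive = wells with under 100 cells, flagged as likely toxic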;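 also: U2OS cells stably carrying GPR55 and arrestin-GFP stimulated by 5 µM LPI near EC80; imaged beta-arrestin-GFP aggregate spots per cell after agonist stimulation; plate controls were LPI-stimulated DMSO wells for no effect and DMSO wells without LPI for full effect; some results filed as inactive read as strong as hits; confirmed hits need IC50 under 10 µM and bright autofluorescent wells are also inconclusive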
T cell HTS vesicle-bound % = also measured in T cell HTS; calls as there; double positive events, %; measured here: CD8+ vesicle-bound cell fraction;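 binding gate set so that unloaded-vesicle control wells show 10% double positive cells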
NTR1 ag cell count 20 µM = further read-out of NTR1 ag, marked with its call; cell count; measured here: cell count, cytotoxicity flag
Myeloid diff MLP GFP+ MAC1+ % = recorded beside Myeloid diff MLP, whose call it bears; GFP+ MAC1+ double positive, %; measured here: differentiation confirmed by MAC1 staining
* = called active by the depositor; i = inactive; u = inconclusive; x = not tested or not shown; [ ] = dose if it differs, or a comment. Rule as the data show it, unless noted: active = inhibition above about 50%; inactive = the rest.

Each structure is followed by: GPR55 activation, T cell HTS vesicle-bound %, NTR1 ag cell count 20 µM, NOD1 NF-kB reporter, NTR1 ag, T cell HTS, HEK293 NOD2/NF-kB, GPR55 LPI antagonism, Myeloid diff MLP, KOR beta-arrestin-2, Myeloid diff MLP GFP+ MAC1+ %, KOR beta-arrestin-1
(1) Cc1cccc(NC(=O)c2sc(NC(=O)COc3ccccc3)c(C#N)c2C)c1C
  0.2%, 29, 56, -29%, 3.3, i, 9%, 4%, i, 35%, 0.8, 14%
(2) S=C(Nc1ccccc1)N1N=C(c2cccs2)CC1c1cccs1 (configuration not stated)
  1.1%, 47, 43, -26%, 0.1, i, -22%, 23%, i, -38%, 0.4, -1.0%
(3) O=C1CSC(c2cn(-c3ccccc3)nc2-c2ccccc2)N1Cc1ccco1 (configuration not stated)
  -0.2%, 2, 48, 52%*, 7.8, i, -3%, 15%, i, -28%, 0.8, -1.4%
(4) N=C1C(c2nc3ccccc3s2)=C(O)CN1NC(=O)c1ccccc1[N+](=O)[O-]
  -0.1%, 58, 40, -23%, -0.4, i, -12%, 1%, i, -10%, 0.3, -5.2%
(5) CCOc1ccccc1N(CC(=O)Nc1ccc(S(=O)(=O)N2CCOCC2)cc1)S(=O)(=O)c1ccccc1
  0.3%, 30, 52, -5%, 0.7, i, -22%, x, i, 7%, 1.1, 15%
(6) CCOc1ccc(-c2noc(-c3cccnc3)n2)cc1OC
  0.2%, 61, 92, -29%, 0.2, i, 8%, 11%, i, -36%, 0.4, 11%
(7) Cc1sc(C(=O)NCc2cccnc2)c2nc(C)n(CC(=O)NCc3cccnc3)c(=O)c12
  -0.1%, 55, 84, -1%, -0.4, i, 19%, 14%, i, 2%, 5.3, -0.6%
(8) COC(=O)C1=C(N)OC2=C(C(=O)CCC2)C1c1cccnc1 (configuration not stated)
  -0.2%, 39, 60, -32%, 0.3, i, 16%, -54%, i, -9%[20 µM], 0.1, x
(9) CCCc1cc(=O)n2[nH]c(-c3cc(OC)c(OC)c(OC)c3)nc2n1
  0.2%, 50, 48, -17%, 0.3, i, -2%, -8%, i, -5%, 0.8, -2.8%
(10) CC1=CC(=C(C#N)C#N)C=C(C)N1CCN1CCNCC1
  0.5%, 52, 56, -35%, -1.3, i, 12%, -10%, i, 7%, 0.5, -0.3%
(11) CCOc1ccc(NC(=O)C2CCC(N3C(=O)C4CC=CCC4C3=O)CC2)cc1 (configuration not stated)
  -0.2%, 7, 31, -5%, 5.4, i, 8%, 6%, i, -6%, 0.8, 5.2%
(12) CNC(=O)NC(=O)CSc1nnc(C(F)(F)F)n1C
  0.0%, 44, 75, -7%, -2.2, i, 11%, -8%, i, -20%, 0.3, -2.2%
(13) Cc1ccccc1N(C(=O)c1snc(C(N)=O)c1N)C(C(=O)NCC1CCCO1)c1ccc(F)cc1 (configuration not stated)
  -0.2%, 55, 48, -8%, 0.3, i, -10%, -17%, i, -65%, 1.1, 1.5%
(14) COc1ccc(C(=O)NNC(=O)C(Cc2ccc(O)cc2)NC(=O)c2ccccc2NC(=O)c2ccc(OC)cc2)cc1 (configuration not stated)
  0.2%, 46, 40, -26%, 0.1, i, 5%, 4%, i, -10%, 1.8, 4.1%
(15) CCOc1cc(CNc2ccc3c(c2)OCCO3)cc(Br)c1OC
  0.3%, 47, 37, -33%, 3.6, i, -29%, -6%, u, -164%, x, 5.4%
(16) Cc1c(C(=O)N2CCN(c3ccccc3F)CC2)sc2nc(-c3ccccc3)cn12
  0.3%, 48, 75, -31%, 5.3, i, 10%, -2%, i, -1%, 2.0, -1.2%
(17) CC1CCc2c(sc(NC(=O)CN3CCN(C(=O)c4ccco4)CC3)c2C#N)C1 (configuration not stated)
  -0.1%, 26, 79, 5%, 2.8, i, 2%, 3%, i, 8%, 0.0, 5.2%
(18) CCOC(=O)/C=C/C(=O)N1CCN(C(=O)/C=C/C(=O)OCC)CC1
  -0.3%, 26, 55, -13%, 2.1, i, 6%, -2%, i, 11%, 0.2, -5.0%
(19) CC(=O)c1c(C)[nH]c(C(=O)CSc2nnc(C3CCCCC3)n2N)c1C
  -0.1%, 19, 83, -6%, 0.9, i, 16%, 4%, i, -37%, 1.3, 1.4%
(20) CCn1c(=O)cc(OCC(=O)N2CCN(C(=O)c3ccco3)CC2)c2ccccc21
  0.2%, 17, 82, -27%, -1.5, i, -10%, 14%, i, -8%, 0.5, -1.0%

Each structure is followed by: GPR55 activation, T cell HTS vesicle-bound %, NTR1 ag cell count 20 µM, NOD1 NF-kB reporter, NTR1 ag, T cell HTS, HEK293 NOD2/NF-kB, GPR55 LPI antagonism, Myeloid diff MLP, KOR beta-arrestin-2, Myeloid diff MLP GFP+ MAC1+ %, KOR beta-arrestin-1
(21) Cc1ccc(NC(=O)CS(=O)CC(=O)NC23CC4CC(CC(C4)C2)C3)cc1 (configuration not stated)
  0.0%, 36, 48, -5%, -0.6, i, 10%, -2%, i, -16%, 1.8, 0.4%
(22) O=c1[nH]c(C2CCN(S(=O)(=O)c3ccc(S(=O)(=O)NC4CC4)cc3)CC2)nc2c1nnn2Cc1ccc(F)cc1
  0.2%, 18, 43, -3%, 1.7, i, 6%, -10%, x, -4%, x, -3.1%
(23) Cc1cc(C2(O)C(=O)Nc3ccccc32)ccc1F (configuration not stated)
  0.0%, 55, 41, -9%, -0.9, i, -4%, 12%, i, 14%, 0.5, -2.2%
(24) CCOc1ccc2nc(NC(=O)COC)sc2c1
  -0.1%, 35, 70, -33%, 0.1, i, -55%, -5%, i, 22%, 1.3, 0.8%
(25) Cc1ccccc1C(=O)NC1CCCCCCC1
  -0.2%, 34, 54, -54%, -0.7, i, -67%, 5%, i, 10%, 0.4, 1.1%
(26) CN(c1ncc(C(F)(F)F)cc1Cl)N1C(=O)c2cccc([N+](=O)[O-])c2C1=O
  0.2%, 22, 46, -20%, 0.0, i, 19%, -17%, i, -22%[20 µM], 0.8, 0.0%
(27) Cc1cc(C)c2c(c1)c1nnc(SCCN3CCOCC3)nc1n2C
  0.5%, x, 91, -11%, 0.4, x, 8%, 7%, i, 23%, 0.5, -0.4%
(28) COCCCN1C(=O)c2ccc(C(=O)Nc3ccc(OC)cc3)cc2C1=O
  -0.1%, 6, 91, 0%, -0.3, i, 9%, 8%, i, -2%, 0.0, -4.6%
(29) O=C(O)C1CC(=O)N(c2ccc(OCc3c(F)cccc3Cl)cc2)C1 (configuration not stated)
  0.2%, 58, 42, 6%, -0.3, i, -1%, 13%, i, -38%, 0.9, -3.4%
(30) Cn1c2c(c(=O)n(C)c1=O)C(c1ccc(Br)cc1)C(C#N)=C(N)N2 (configuration not stated)
  -0.1%, 57, 49, -23%, 7.1, i, 11%, 8%, i, 17%, 0.9, -4.0%
(31) Cc1ccc(-n2nc3ccc(NC(=O)c4ccc5c(c4)OCO5)cc3n2)cc1
  -0.2%, 22, 58, x, 1.6, i, 17%, 5%, i, 2%, 0.5, -1.0%
(32) COc1cccc(/C=N/NC(=O)c2[nH]nc3c2CCc2ccccc2-3)c1
  0.5%, 53, 43, -10%, 3.5, i, -33%, -11%, u, -50%, x, x
(33) O=c1cc(CN2CCN(c3ccccc3)CC2)c2c(ccc3ccccc32)o1
  -0.3%, 40, 57, -4%, 1.3, i, -32%, 4%, i, 7%, 1.0, 5.9%
(34) O=C(CN1CC(=O)Oc2ccccc21)OCC(=O)c1ccc(F)cc1
  -0.5%, 26, 53, 2%, -0.8, i, 12%, 8%, i, -17%, 0.5, 3.3%
(35) Cc1c(C(=O)NCc2cccnc2)oc2ccc(S(=O)(=O)N3CCCCCC3)cc12
  -0.1%, 40, 85, -5%, -1.4, i, 15%, 4%, i, 36%, 0.8, -2.4%
(36) CCc1nc2oc3ccccc3c(=O)c2c(=O)n1Cc1ccccc1
  0.3%, 22, 73, -5%, 1.4, i, 6%, 16%, i, 1%, 0.7, 0.6%
(37) Cc1cc(OCC(=O)NCc2cccnc2)ccc1[N+](=O)[O-]
  0.4%, 20, 63, -7%, 1.8, i, 11%, 5%, i, -43%[20 µM], 0.3, -2.0%
(38) CC(C)c1ccc(OCCCCCN2CCOCC2)cc1
  0.0%, 37, 49, -5%, 0.7, i, -13%, 7%, i, 37%, 0.0, -3.0%
(39) CCc1c(C)sc(NC(=S)Nc2cccnc2)c1C(=O)OC
  -0.1%, 5, 42, -3%, 1.2, i, 12%, 10%, i, -2%, 0.1, -3.9%
(40) C=CCn1c(=S)[nH]c2nc3c(cc2c1=O)COC(C)(C)C3
  0.2%, 29, 52, -18%, 0.0, i, 8%, 16%, i, -29%, 7.6, 2.5%
(41) CCOc1ccc(C(=O)NC(C(=O)NCc2cccnc2)C(C)C)cc1 (configuration not stated)
  -0.3%, 22, 41, -25%, 1.1, i, -10%, -8%, i, -12%, 3.4, 3.1%
(42) O=C(O)C1CSC(c2ccncc2)N1 (configuration not stated)
  -0.1%, 44, 37, -13%, -0.7, i, 8%, -3%, i, 0%, 1.1, 0.4%

Taken from above:
In NOD1 NF-kB reporter, CCOc1ccc(-c2noc(-c3cccnc3)n2)cc1OC reads -29%
In Myeloid diff MLP GFP+ MAC1+ %, CCc1c(C)sc(NC(=S)Nc2cccnc2)c1C(=O)OC reads 0.1
In NTR1 ag, CCc1nc2oc3ccccc3c(=O)c2c(=O)n1Cc1ccccc1 reads 1.4

Printed as active in NOD1 NF-kB reporter (from the list above):
entry | SMILES | T cell HTS vesicle-bound % | NOD1 NF-kB reporter | T cell HTS | HEK293 NOD2/NF-kB | KOR beta-arrestin-2 | Myeloid diff MLP GFP+ MAC1+ % | KOR beta-arrestin-1
3 | O=C1CSC(c2cn(-c3ccccc3)nc2-c2ccccc2)N1Cc1ccco1 (configuration not stated) | 2 | 52%* | i | -3% | -28% | 0.8 | -1.4%

Source: PubChem BioAssay

These rows are one share of the data; rates above refer to the full screens.
